# CRFR2-BP ag: CRF-BP/CRF-R2 complex agonism; HEK293 CRF-R2/CRF-BP, calcium dye fluorescence (FLIPR); percent of saturating CRF peptide response; activation, % at 13.2 µM; 350,000 compounds, 0.46% hits; AID 588473;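 active means activation of at least 50%, plus an integration ratio under a set limit after plate pattern correction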;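 further: plate controls were neutral control wells without compound for no effect and CRF at EC100 for full effect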
# M4 ag: agonists of human muscarinic M4 receptor (CHRM4). CHO-K1 hM4/Gqi5, Fluo-8 calcium fluorescence; vehicle 0%, full acetylcholine response 100%. activation, % at 3 µM. AID 624127. P08173. 360,000 compounds, 0.14% hits;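 active means activation above the run mean over all test wells plus 3 SD, cut at about 32% in these data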;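 further: peak over basal fluorescence ratio per well then scaled between controls; 0% = DMSO wells and 100% = acetylcholine at EC100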
# M5 PAM: potentiates acetylcholine response at human M5 receptor; P08912; CHO-K1 hM5, Fluo-8 calcium, ACh EC20 PAM; 0% = ACh EC20, 100% = ACh EC100; activation, % at 3 µM; 360,000 compounds, 0.3% hits; AID 624038;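 active means activation above the run cutoff, the mean activation of all test compounds plus 3 SD, cut at about 18% in these data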
#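 Measured by: Fluo-8 calcium fluorescence; material: human M5 receptor in CHO-K1 cells; schedule: Post-acetylcholine fluorescence recording 140 s; benchmarks: low control EC20 acetylcholine (0%), high control EC100 acetylcholine (100%); read-out: Max/basal fluorescence ratio as % of EC20–EC100 ACh window; compound: single dose, 3 µM nominal final test concentration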
# CRFR2-BP antag: antagonists of CRF-binding protein/CRF-R2 receptor complex | inhibition, % at 11.8 µM | 350,000 compounds, 0.59% hits | AID 588475 | HEK293 CRF-R2/CRF-BP, CRF-induced calcium fluorescence;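 active means inhibition of the ligand-induced calcium signal above about 50% at the single tested concentration, limit read from the data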
# CHRM4 antagonist: CHRM4 antagonism in calcium assay | 360,000 compounds, 0.73% hits | P08173 | CHO-hM4 cells, ACh EC80, Fluo-8 calcium fluorescence | inhibition, % at 3 µM;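 active means inhibition above its plate's cutoff, the mean inhibition of sample wells plus 3 SD, cut at about 27% in these data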;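 further: 0% = acetylcholine EC80 with DMSO and 100% = DMSO without agonist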
# M5 antag: blocks acetylcholine activation of human M5 receptor. P08912. CHO-hM5 cells, Fluo-8 calcium fluorescence, ACh EC80. inhibition, % at 3 µM. 360,000 compounds, 0.59% hits. AID 624040;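 active means inhibition above a per-plate cutoff, the mean of that plate's test compounds plus 3 SD, cut at about 27% in these data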;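 further: 0% = acetylcholine EC80 with DMSO and 100% = DMSO without agonist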
# M1 PAM: human CHRM1 positive allosteric modulation; P11229; CHO-K1 hM1, Fluo-8 calcium fluorescence, ACh EC20; 0% = ACh EC20, 100% = maximal ACh; activation, % at 3 µM; 360,000 compounds, 0.088% hits; in the data active means activation above about 19%, passing the limit was not always enough
# Target sequence (P11229 whole entry, looked up): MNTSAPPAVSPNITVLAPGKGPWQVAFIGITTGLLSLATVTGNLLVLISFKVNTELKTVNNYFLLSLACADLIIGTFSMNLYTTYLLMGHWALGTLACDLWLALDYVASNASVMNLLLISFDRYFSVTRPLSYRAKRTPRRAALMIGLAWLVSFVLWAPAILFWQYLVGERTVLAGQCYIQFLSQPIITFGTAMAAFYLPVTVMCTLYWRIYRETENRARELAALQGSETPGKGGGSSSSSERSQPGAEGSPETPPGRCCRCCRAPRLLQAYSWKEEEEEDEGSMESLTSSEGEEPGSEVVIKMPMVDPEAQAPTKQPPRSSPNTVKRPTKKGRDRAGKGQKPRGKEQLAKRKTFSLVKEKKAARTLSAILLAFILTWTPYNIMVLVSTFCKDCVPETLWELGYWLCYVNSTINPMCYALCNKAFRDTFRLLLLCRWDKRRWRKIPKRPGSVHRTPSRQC
# CHRM4 PAM: CHRM4 positive allosteric modulation | P08173 | CHO-K1 hM4/Gqi5, Fluo-8 calcium fluorescence, ACh EC20; 0% = ACh EC20, 100% = maximal ACh | activation, % at 3 µM | 360,000 compounds, 0.4% hits | AID 624126;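 active means activation above its plate's cutoff, the mean activation of sample wells plus 3 SD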; further: some results filed as inactive read as strong as hits
# M5 ag: CHRM5 agonism in calcium assay; CHO-K1 hM5 cells, Fluo-8 calcium fluorescence; 0% DMSO wells, 100% maximal acetylcholine response; activation, % at 3 µM; 360,000 compounds, 0.19% hits; AID 624037;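 active means activation above the run's mean over test compounds plus 3 SD, cut at about 23% in these data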;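 further: signal is peak over basal fluorescence ratio across the kinetic read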
# Numbers without * were called inactive. Random draw from the library; about 2.6% have a hit in one of these screens.
# Abbreviations: A = CRFR2-BP ag; B = M4 ag; C = M5 PAM; D = CRFR2-BP antag; E = CHRM4 antagonist; F = M5 antag; G = M1 PAM; H = CHRM4 PAM; I = M5 ag
1) CSc1ccc(CNCc2ccc3c(c2)OCO3)cc1
  A: -0.4 | B: 3.2 | C: -3.2 | D: -1.7 | E: 4.9 | F: 11.1 | G: 1.5 | H: -8.7 | I: 4.0
2) CC1SC(c2ccccc2)N(CC(O)c2ccc([N+](=O)[O-])cc2)C1=O (configuration not stated)
  A: -2.0 | B: 2.5 | C: -8.5 | D: -20.2 | E: -5.5 | F: 7.1 | G: 3.2 | H: 5.6 | I: -2.8
3) CCOc1ccc(-n2c([S-])c(C(=O)Nc3ccc(S(=O)(=O)N4CCOCC4)cc3)[n+]3cc(C(N)=O)ccc23)cc1
  A: 1.7 | B: 0.5 | C: -5.1 | D: 0.8 | E: -0.1 | F: 7.5 | G: 10.6 | H: 7.8 | I: 1.1
4) CCOc1cccc2sc(N(CCN(C)C)C(=O)c3ccc4ccccc4c3)nc12
  A: 0.8 | B: 2.7 | C: 6.8 | D: -13.8 | E: -6.2 | F: -9.7 | G: 1.2 | H: 0.7 | I: -6.8
5) CCNC(=O)CP(=O)(c1ccccc1)c1ccccc1
  A: -0.5 | B: 0.8 | C: 6.2 | D: 3.0 | E: 12.9 | F: -2.4 | G: 4.1 | H: 13.8 | I: -2.1
6) Cc1ccc(C(=O)Nc2cccc(NC(=O)c3ccc(C)o3)n2)o1
  A: -1.4 | B: 0.8 | C: 4.4 | D: -3.7 | E: 1.5 | F: -2.3 | G: 2.8 | H: -5.5 | I: 4.8
7) C/C(=N\NC(=O)c1ccc(N2CCCC2=O)cc1)c1ccncc1
  A: 3.0 | B: 0.6 | C: -4.3 | D: -3.0 | E: -1.7 | F: 11.6 | G: 4.5 | H: -3.0 | I: -6.2
8) O=C(NCc1ccccc1)C(c1ccc(O)cc1)N(C(=O)c1cnccn1)c1ccccc1 (configuration not stated)
  A: -1.2 | B: 20.0 | C: -10.7 | D: -5.7 | E: 17.6 | F: 17.0 | G: -11.3 | H: -10.1 | I: 5.6
9) CCC(c1nnnn1Cc1ccco1)N(Cc1cc2cc(C)cc(C)c2[nH]c1=O)CC1CCCO1 (configuration not stated)
  A: 2.0 | B: 1.1 | C: 8.3 | D: -30.7 | E: 4.4 | F: -0.3 | G: 3.3 | H: 19.9 | I: -2.5
10) CCc1ccc(OCC(=O)O/N=C(\N)c2ccncc2)cc1
  A: -0.2 | B: 5.8 | C: -6.3 | D: 10.2 | E: -5.4 | F: -7.1 | G: -5.9 | H: -6.1 | I: 0.1
11) O=C(CCN1C(=O)c2ccccc2C1=O)NCc1ccc(Cl)cc1
  A: -2.5 | B: -0.7 | C: -3.6 | D: -1.4 | E: 5.8 | F: 23.8 | G: 4.7 | H: -2.2 | I: -1.6
12) CC(OC(=O)C1CC1)C(=O)Nc1ncc(Cl)cc1Cl (configuration not stated)
  A: -0.1 | B: -0.3 | C: -5.2 | D: -6.5 | E: 4.2 | F: 9.4 | G: 3.0 | H: 5.9 | I: 3.8
13) O=c1onc(-c2ccccc2)n1Cc1ccc([N+](=O)[O-])cc1
  A: 0.3 | B: 0.1 | C: -8.0 | D: 18.2 | E: -6.3 | F: 2.6 | G: 7.6 | H: -1.1 | I: -4.5
14) CC1CC(C)CN(S(=O)(=O)c2ccc(NC(=O)c3ccc(=O)[nH]c3)cc2)C1 (configuration not stated)
  A: 0.0 | B: 0.4 | C: 1.5 | D: -8.3 | E: -2.7 | F: 6.4 | G: -5.8 | H: 0.6 | I: 5.3
15) COc1ccc(C(C)=O)cc1COC(=O)CNC(=O)C1CCCCC1
  A: -4.4 | B: 0.6 | C: -6.5 | D: 0.8 | E: 5.8 | F: 15.1 | G: 4.1 | H: -2.0 | I: -1.5
16) O=C(NCCN1C(=O)C2C3C=CC(C3)C2C1=O)Nc1ccc(Br)cc1 (configuration not stated)
  A: 1.4 | B: 1.6 | C: -10.5 | D: 0.7 | E: 1.6 | F: 8.7 | G: 3.8 | H: -1.7 | I: 1.4
17) CCc1cccc2c(C#N)cn(CCOc3ccccc3OC)c12
  A: 2.9 | B: -0.1 | C: -11.3 | D: 9.0 | E: 2.8 | F: 2.5 | G: -5.0 | H: -12.4 | I: -3.0
18) O=C(N/N=C/c1ccc(OCC2COCCO2)cc1)c1ccc(Br)cc1 (configuration not stated)
  A: -2.3 | B: 7.4 | C: -4.4 | D: -5.8 | E: -2.9 | F: -1.0 | G: 0.3 | H: -6.8 | I: 4.7
19) CC(C)(C)c1ccc(C(=O)Nc2ccc(S(=O)(=O)Nc3cnc4ccccc4n3)cc2)cc1
  A: 0.2 | B: 1.0 | C: 3.3 | D: 15.6 | E: -8.7 | F: 0.0 | G: -5.0 | H: 13.4 | I: 0.0
20) CCC(c1nnnn1Cc1ccccc1)N1CCN(c2ccc(OC)cc2)CC1 (configuration not stated)
  A: 1.4 | B: 2.4 | C: -0.2 | D: -0.1 | E: 0.3 | F: 2.5 | G: -2.1 | H: -4.0 | I: -3.0
21) CC(C)CCNC(=O)NC(=O)CSc1nnc(COc2ccccc2Cl)o1
  A: -1.7 | B: 5.4 | C: -1.8 | D: -11.4 | E: 2.9 | F: -1.0 | G: 4.7 | H: -7.0 | I: -0.5
22) CCCn1c(SCC(=O)NCc2ccc(C)cc2)n[nH]c1=O
  A: 0.7 | B: 6.5 | C: -7.6 | D: 4.6 | E: -3.4 | F: 5.7 | G: 7.0 | H: -6.3 | I: 2.2
23) CCCNS(=O)(=O)c1ccc(CCC(=O)N2CCN(c3ccc(F)cc3)CC2)cc1
  A: 0.6 | B: 3.2 | C: -3.7 | D: 3.9 | E: -0.2 | F: 3.7 | G: 7.1 | H: 0.0 | I: 0.7
24) CC1=C(C(=O)Nc2ccccc2)C(c2ccc(C)cc2)N=C(Nc2nc3ccccc3o2)N1 (configuration not stated)
  A: -2.9 | B: -1.3 | C: 3.1 | D: 28.9 | E: 5.2 | F: -6.9 | G: 2.0 | H: -5.7 | I: 2.6
25) CN(CC(=O)Nc1ccc(Cl)c(Cl)c1)C(=O)CNC(=O)Cc1ccccc1
  A: 3.3 | B: 6.0 | C: 2.1 | D: -7.8 | E: 2.4 | F: -1.9 | G: 4.2 | H: 0.8 | I: 2.5
26) COc1ccc(C(c2c(NC(=O)c3ccco3)sc(C)c2C)N2CCOCC2)cc1OC (configuration not stated)
  A: 0.1 | B: -0.3 | C: -5.8 | D: 0.1 | E: 3.5 | F: 14.8 | G: -0.8 | H: -0.9 | I: -1.7

# Structures from the list above that have a halogen (7):
# Abbreviations: A = CRFR2-BP ag; B = M4 ag; C = M5 PAM; D = CRFR2-BP antag; E = CHRM4 antagonist; F = M5 antag; G = M1 PAM; H = CHRM4 PAM; I = M5 ag
11) O=C(CCN1C(=O)c2ccccc2C1=O)NCc1ccc(Cl)cc1
  A: -2.5 | B: -0.7 | C: -3.6 | D: -1.4 | E: 5.8 | F: 23.8 | G: 4.7 | H: -2.2 | I: -1.6
12) CC(OC(=O)C1CC1)C(=O)Nc1ncc(Cl)cc1Cl (configuration not stated)
  A: -0.1 | B: -0.3 | C: -5.2 | D: -6.5 | E: 4.2 | F: 9.4 | G: 3.0 | H: 5.9 | I: 3.8
16) O=C(NCCN1C(=O)C2C3C=CC(C3)C2C1=O)Nc1ccc(Br)cc1 (configuration not stated)
  A: 1.4 | B: 1.6 | C: -10.5 | D: 0.7 | E: 1.6 | F: 8.7 | G: 3.8 | H: -1.7 | I: 1.4
18) O=C(N/N=C/c1ccc(OCC2COCCO2)cc1)c1ccc(Br)cc1 (configuration not stated)
  A: -2.3 | B: 7.4 | C: -4.4 | D: -5.8 | E: -2.9 | F: -1.0 | G: 0.3 | H: -6.8 | I: 4.7
21) CC(C)CCNC(=O)NC(=O)CSc1nnc(COc2ccccc2Cl)o1
  A: -1.7 | B: 5.4 | C: -1.8 | D: -11.4 | E: 2.9 | F: -1.0 | G: 4.7 | H: -7.0 | I: -0.5
23) CCCNS(=O)(=O)c1ccc(CCC(=O)N2CCN(c3ccc(F)cc3)CC2)cc1
  A: 0.6 | B: 3.2 | C: -3.7 | D: 3.9 | E: -0.2 | F: 3.7 | G: 7.1 | H: 0.0 | I: 0.7
25) CN(CC(=O)Nc1ccc(Cl)c(Cl)c1)C(=O)CNC(=O)Cc1ccccc1
  A: 3.3 | B: 6.0 | C: 2.1 | D: -7.8 | E: 2.4 | F: -1.9 | G: 4.2 | H: 0.8 | I: 2.5

# High-throughput results: PubChem BioAssay, several laboratories
